Assay outcomes (PubChem BioAssay)
Rtt109 HAT inh: blocks Candida albicans Rtt109/Vps75 acetyltransferase activity. purified Rtt109/Vps75, ThioGlo CoA-SH fluorescence, 4 h. inhibition, % at 34.9 µM. hit rate 0.16% among 330,000. AID 540336;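 active means inhibition of at least 50% in every replicate; inconclusive means best replicate reaches 50% inhibition but some replicates fall short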
Target sequence (Q5AAJ8 whole entry, looked up): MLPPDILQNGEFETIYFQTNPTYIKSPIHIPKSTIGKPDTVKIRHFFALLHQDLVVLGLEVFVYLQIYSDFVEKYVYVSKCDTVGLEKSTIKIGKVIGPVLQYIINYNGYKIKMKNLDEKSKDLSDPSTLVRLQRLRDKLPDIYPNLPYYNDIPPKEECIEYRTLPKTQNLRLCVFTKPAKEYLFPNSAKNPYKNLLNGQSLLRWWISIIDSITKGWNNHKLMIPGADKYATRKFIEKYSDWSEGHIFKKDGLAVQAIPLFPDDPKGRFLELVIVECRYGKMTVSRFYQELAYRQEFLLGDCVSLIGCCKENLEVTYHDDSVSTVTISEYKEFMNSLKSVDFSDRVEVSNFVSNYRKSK
dFosB activator: mouse delta FosB homodimer activation; hit rate 0.99% among 340,000; AID 493131; purified delta FosB, TAMRA-CDK5 oligo fluorescence polarization; percent of positive-control signal above neutral wells; activation, % at 25 µM; P13346;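 active means mean activation above about 17%, with every replicate also reaching it, limit read from the data, passing the limit was not always enough; inconclusive means only one of the two conditions met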;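 further: fluorescence polarization rise as delta FosB binds a TAMRA Cdk5 AP-1 oligo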
Target sequence (P13346 whole entry, looked up): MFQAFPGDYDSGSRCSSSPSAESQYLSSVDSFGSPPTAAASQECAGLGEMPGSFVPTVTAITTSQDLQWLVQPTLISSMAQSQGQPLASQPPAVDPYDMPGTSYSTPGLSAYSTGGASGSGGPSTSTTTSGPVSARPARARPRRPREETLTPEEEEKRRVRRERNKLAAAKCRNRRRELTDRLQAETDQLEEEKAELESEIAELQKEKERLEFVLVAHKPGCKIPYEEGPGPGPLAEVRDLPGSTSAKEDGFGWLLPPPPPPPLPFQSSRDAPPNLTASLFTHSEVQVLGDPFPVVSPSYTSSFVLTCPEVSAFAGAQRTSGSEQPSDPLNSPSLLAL
SR-BI HDL uptake: mouse SR-BI HDL lipid transfer inhibition | ldlA[mSR-BI] CHO cells, DiI-HDL uptake fluorescence, 3 h | hit rate 0.96% among 320,000 | AID 488896 | inhibition, % at 12.5 µM;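 active means mean replicate inhibition of at least 70% and a set share of replicates each scoring 70 or more; inconclusive means meets just one of the two criteria; inactive means fails both criteria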;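 further: 0% = median of neutral control wells and 100% = median of positive control wells; values of inactives mirror those of a sister screen read the other way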
Wnt bcat act: Wnt/beta-catenin pathway activation. Wnt/beta-catenin reporter cell assay, activator, plate reader. activation, % at 9.35 µM. hit rate 1.2% among 300,000; in the data active means activation above about 30%, passing the limit was not always enough; inconclusive means no clear call, values can overlap the other calls;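 further: 0% = neutral control wells and 100% = positive control wells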
HTR5A ag: HTR5A agonism, opioid heterodimer counter-screen | P47898 | HTR5A agonist assay, luminescence, cell-based | activation, % at 9.3 µM | hit rate 0.61% among 340,000 | AID 504692; in the data active means activation mostly above about 9.5%, no sharp cut-off; inactive means mostly below about 7.6%;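 further: 0% = cells with vehicle only and 100% = reference agonist; strong numbers were not always called active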
Target sequence (P47898 whole entry, looked up): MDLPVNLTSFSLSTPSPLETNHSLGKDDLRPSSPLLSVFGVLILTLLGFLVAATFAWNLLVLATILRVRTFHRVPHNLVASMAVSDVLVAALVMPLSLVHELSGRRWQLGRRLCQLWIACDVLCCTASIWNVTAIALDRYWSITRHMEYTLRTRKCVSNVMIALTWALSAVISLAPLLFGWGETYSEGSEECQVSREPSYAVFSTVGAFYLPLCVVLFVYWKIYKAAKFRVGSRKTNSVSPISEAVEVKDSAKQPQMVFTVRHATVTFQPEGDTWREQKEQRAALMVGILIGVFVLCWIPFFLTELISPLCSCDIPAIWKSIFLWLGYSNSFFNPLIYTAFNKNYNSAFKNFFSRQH
PvdQ acylase: blocks Pseudomonas aeruginosa PvdQ acylase activity | purified PvdQ acylase, fluorescence plate reader | inhibition, % at 10 µM | hit rate 0.063% among 340,000; in the data active means inhibition above about 30%, passing the limit was not always enough; inconclusive means no clear call, values can overlap the other calls;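 further: 0% = vehicle neutral wells and 100% = reference inhibitor wells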
SR-BI DiI-HDL act: SR-BI HDL lipid transfer activation | hit rate 0.096% among 320,000 | CHO ldlA[mSR-BI] cells, DiI-HDL uptake fluorescence, 3 h; 100 = double the neutral-control signal | activation, % at 12.5 µM;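 active means mean replicate activation of at least 60% and every replicate at or above 60%; inconclusive means mean or all-replicate condition met, but not both; inactive means mean below 60% and not all replicates reaching 60%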;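 further: 0% = median plate neutral-control signal and 100% = twice that signal; values of inactives mirror those of a sister screen read the other way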
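Material – SR-BI-overexpressing, LDLR-lacking CHO cells · Medium – BSA-supplemented, HEPES-buffered Ham's F12, pH 7.4 · Doses – single concentration · Times – compound with DiI-HDL co-incubation, 3 h at 37 °C · Measured by – bottom-read fluorescence, 550/595 nm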
cardiac RTF act: increases calcium sensitivity of human cardiac regulated thin filaments; P19429+P45379; IANBD-labeled TnC RTF fluorescence at EC20 calcium; 0% EC20 calcium, 100% full calcium; activation, % at 7.2 µM; hit rate 0.24% among 340,000; AID 493008;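 active means activation above the mean over all tested compounds plus 3 SD, cut at about 30% in these data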;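 further: rise in fluorescence read as greater calcium sensitivity of cardiac thin filaments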
MITF TRPM1 HTS: MITF TRPM1 promoter activation in melanoma cells; SK-MEL-5 TRPM1-promoter luciferase, 24 h; % of positive control, neutral wells = 0; activation, % at 12.5 µM; hit rate 0.75% among 300,000;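 active means mean activation of at least 80% with every replicate also reaching 80%; inconclusive means mean reaches 80% but some replicate falls short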;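 further: 0% = neutral control wells and 100% = parthenolide positive control wells; values of inactives mirror those of a sister screen read the other way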
CDK5 p35 inh: CDK5/p35 (human) kinase inhibition; hit rate 0.01% among 330,000; Recombinant CDK5/p35, ADP-Glo luminescence, 60 min; inhibition, % at 10 µM; Q00535+Q15078;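 active means highest replicate inhibition of at least 50% and at least 75% of replicates reaching 50%; inconclusive means only one of the two criteria met; inactive means both criteria failed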;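 further: plate controls were DMSO neutral control for no effect and GW8510 at 10 µM for full effect; many of its hits are not listed in these tables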
* marks the source's active call; other numbers are inactive results; ? = inconclusive; / = no result given.

Values run as follows: SR-BI HDL uptake | PvdQ acylase | cardiac RTF act | SR-BI DiI-HDL act | Wnt bcat act | dFosB activator | CDK5 p35 inh | MITF TRPM1 HTS | Rtt109 HAT inh | HTR5A ag
(1) CCOc1cccc(C2C(C#N)=C(N)Oc3cc(C)n(Cc4ccccn4)c(=O)c32)c1OCC (stereo unspecified)
 : -19 | -14 | -1 | 19 | 1 | -9 | -1.2 | 3 | 3 | 0
(2) CCCC(=O)Nc1cc(C)c(NC(=O)c2ccco2)cn1
 : 16 | -8 | -4 | -16 | 1 | -5 | -0.1 | 1 | 2 | 1
(3) Cc1cccc(C)c1NC(=O)CSc1nnc(-c2cnccn2)n1C
 : 0 | -7 | -4 | 0 | -1 | -3 | 1.5 | -6 | -5 | 0
(4) COCCNC(=O)c1c[nH]c2cc(OC)c(OC)cc2c1=O
 : 23 | -6 | 6 | -23 | 2 | -28 | -3.8 | / | -1 | 0
(5) C=CCNC(=O)C1CC2c3ccccc3C1c1ccccc12 (stereo unspecified)
 : / | -2 | -1 | / | 2 | -4 | 1.6 | / | 51* | 2
(6) CCN(CC)c1ccc(N=Nc2nn(C)c(C)c2[N+](=O)[O-])cc1
 : 15 | -12 | -5 | -15 | 18 | -2 | -1.7 | 36 | 0 | -9
(7) CCN1CCc2nc3ccccc3c(C(=O)Nc3ccc(C#N)cc3)c2C1
 : 13 | 6 | -4 | -13 | -1 | -6 | -5.6 | -10 | 7 | -2
(8) COc1ccc([C@@H]2C=C(C(=O)O)O[C@H](OCCCCO)C2)cc1
 : -8 | -14 | 1 | 8 | 0 | 0 | 3.0 | 0 | -3 | 1
(9) Nn1cnnc1N/N=C/c1cc(Br)cc(Br)c1O
 : 24 | 4 | -3 | -24 | / | -9 | -0.8 | 7 | 35 | -1
(10) Cc1cc(C)nc(SCCC(=O)N2CCOCC2)n1
 : -48 | -16 | 3 | 48 | / | -1 | 0.4 | 2 | -21 | -2
(11) O=C(Nc1cccc(S(=O)(=O)N2CCCCC2)c1)c1c2c(nc3ccccc13)CCN(Cc1ccccc1)C2
 : 0 | 7 | 7 | 0 | -4 | 52* | -1.3 | -2 | -3 | 6
(12) COc1ccc(-n2nc(C(=O)NCC(=O)N3CCN(Cc4ccccc4)CC3)c3ccccc3c2=O)cc1
 : 19 | -10 | -5 | -19 | -3 | -23 | 1.5 | -10 | -4 | 12
(13) O=c1[nH]c(CSc2ccccn2)nc2c1cnn2-c1ccccc1
 : 2 | 3 | 6 | -2 | 10 | -18 | -0.4 | 32 | -4 | 6
(14) CC(C)(C)C1CCc2c(sc3nc(SCC(N)=O)nc(N)c23)C1 (stereo unspecified)
 : 14 | -7 | -8 | -14 | / | -11 | -0.2 | 78 | 9 | 4
(15) CCN(CC)C(=O)Cn1c(=O)n(C)c2ccccc21
 : -16 | 2 | 1 | 16 | 0 | -3 | 0.1 | 7 | 0 | /
(16) CC1CCCC(C)N1C(=O)CSc1nccc(=O)[nH]1 (stereo unspecified)
 : -27 | -4 | -3 | 27 | 1 | 2 | 1.7 | / | 8 | -1
(17) Cc1[nH]c2ccccc2c1C(=O)/C=C/c1ccccc1
 : / | 7 | 5 | / | -2 | -3 | 0.5 | 23 | -4 | 3
(18) C[C@H](CO)N1C[C@H](C)[C@@H](CN(C)S(=O)(=O)c2ccc(F)cc2)Oc2ccc(NC(=O)C3CC3)cc2C1=O
 : -10 | -13 | 3 | 10 | -1 | -10 | -0.4 | 7 | 6 | -1
(19) c1ccc(-c2cc3nccc(-c4ccccn4)n3n2)cc1
 : 35 | -10 | -6 | -35 | 19 | -44 | -4.1 | 127* | 6 | 3
(20) COc1ccc(OCC(=O)Nc2ccc3c(c2)n(C)c(=O)n3C)cc1
 : 2 | -5 | 0 | -2 | 0 | 2 | 0.4 | -8 | -7 | 2
(21) Cc1cc(OCCOCCN(C)CCO)cc(C)c1Cl
 : 10 | -3 | 0 | -10 | / | -6 | 0.3 | -8 | -3 | 2
(22) COCc1nnc(N)s1
 : 0 | 3 | -1 | 0 | / | -2 | -2.9 | -9 | 9 | 3
(23) N#Cc1ccccc1NC(=O)CC1CCCCC1
 : 19 | 18 | -3 | -19 | / | -5 | 2.2 | 7 | -4 | 3
(24) O=C(Cn1c2ccccc2c(=O)c2ccccc21)Nc1ccccc1F
 : 1 | -11 | 5 | -1 | -3 | 37* | 1.4 | 10 | -3 | -1
(25) COc1ccccc1C(=O)NCc1ccncc1
 : -11 | -17 | -6 | 11 | / | 2 | 1.9 | -2 | -4 | -3
(26) COc1ccc(C2=NOC(Cn3nc(C(=O)NCc4ccccc4OC)cc3-c3ccccc3)C2)cc1 (stereo unspecified)
 : 32 | 0 | 0 | -32 | -5 | 4 | -0.6 | -6 | 5 | -4
(27) CCCc1nc2sc3c(=O)n(N)cnc3c2c2c1CCCC2
 : 6 | 1 | -5 | -6 | ? | -20 | -0.6 | -1 | 9 | -1
(28) CN1CCN(NC(=O)c2cccc3ccccc23)CC1
 : -34 | -11 | -3 | 34 | -1 | 2 | 1.1 | 15 | 2 | -1
(29) CCOc1ccc(-c2nc(=S)[nH][nH]2)cc1
 : -7 | -18 | -5 | 7 | / | -5 | 1.4 | 28 | -4 | 5
(30) COc1ccc(S(=O)(=O)N2CCOCC2)cc1NC(=O)CSc1nnc(N)s1
 : -12 | -17 | 10 | 12 | -1 | 5 | 0.9 | 9 | 3 | 5
(31) Cc1cc(Nc2c(C)n(C)n(-c3ccccc3)c2=O)c2ccccc2n1
 : -35 | 29 | 0 | 35 | -1 | 7 | 1.6 | -6 | -1 | 2
(32) COCCCNCC(O)COc1ccccc1F (stereo unspecified)
 : -35 | -10 | -3 | 35 | -1 | 1 | -3.0 | -2 | 0 | 0
(33) Cc1ccc(/C=N/n2c(=O)c(C(C)(C)C)nn3cnnc23)cc1
 : -28 | 4 | 4 | 28 | / | -1 | -1.5 | -10 | 18 | -2
(34) C/C(=C\c1ccco1)C1C(C#N)=C(N)OC2=C1C(=O)CC(C)(C)C2 (stereo unspecified)
 : -3 | -16 | 11 | 3 | -4 | -8 | -9.4 | 1 | -5 | 10
(35) O=C(CSc1nc2ccc(Nc3nc(N4CCOCC4)nc(N4CCOCC4)n3)cc2s1)Nc1ccccc1F
 : 13 | -19 | 3 | -13 | -5 | -8 | 0.9 | -52 | -4 | -1
(36) O=C(Oc1ccc2c(c1)O/C(=C\c1ccncc1)C2=O)c1cccs1
 : -22 | -12 | / | 22 | 3 | -5 | 0.4 | / | -13 | /
(37) CCSc1nnc(NC(=O)[C@@H](NC(=O)c2ccccc2F)C(C)C)s1
 : -3 | 5 | -2 | 3 | -1 | 3 | 1.6 | 0 | 2 | -2
(38) CCOC(=O)c1ccc(NC(=S)N2CCCC2c2ccc(OC)c(OC)c2)cc1 (stereo unspecified)
 : 41 | -10 | 5 | -41 | 1 | -3 | 0.9 | 5 | 2 | 5
(39) CCOC(=O)C1=CC[C@@H](c2ccco2)N(S(=O)(=O)c2ccc(C)cc2)[C@H]1C(=O)OCC
 : -14 | -9 | 5 | 14 | 4 | 2 | 0.0 | 0 | 3 | 1
(40) Cc1cccc(-n2cnc(C(=O)NNC(=S)Nc3ccc(Cl)cc3)c2)n1
 : 0 | -8 | 4 | 0 | -3 | -9 | -0.2 | 4 | -4 | 2
(41) C=CCNC(=S)Nc1ccc(Cl)c(S(=O)(=O)N2CCOCC2)c1
 : -17 | -12 | 2 | 17 | 0 | 4 | 0.8 | 5 | 0 | -5
(42) Cc1cc(C)c(C(=O)OCC(=O)Nc2cccc(S(=O)(=O)N3CCCCC3)c2)c(C)c1
 : 11 | -12 | 3 | -11 | -7 | -7 | -0.3 | -8 | 12 | 3
(43) O=C1NCCN(Cc2c(F)cccc2Cl)C1CC(=O)N1CCCO1 (stereo unspecified)
 : -3 | 14 | -1 | 3 | -2 | 2 | 0.9 | 19 | -5 | 2
(44) COc1ccccc1-n1c(-c2ccc(NS(C)(=O)=O)cc2)n[nH]c1=S
 : 1 | 8 | 3 | -1 | / | 0 | 0.1 | -9 | -4 | -3
(45) COc1ccc(OCCCC(=O)OC(C)C(=O)Nc2ccc(S(N)(=O)=O)cc2)cc1 (stereo unspecified)
 : 12 | -15 | 0 | -12 | -3 | 4 | -0.6 | -11 | 4 | -4
(46) Cc1cc(S(=O)(=O)NCC(C)C)ccc1OCC(=O)N1CCOCC1
 : -10 | -16 | 2 | 10 | / | 5 | 1.8 | -8 | -12 | -4
(47) C=CCNC(=O)C1CCN(S(=O)(=O)c2cccs2)CC1
 : -13 | -6 | -1 | 13 | -1 | -5 | -2.3 | 5 | -1 | 5
(48) COc1ccc(NC(=O)C23CC4CC(C2)CC(c2ccc(C)cc2)(C4)C3)cc1
 : 2 | -28 | 10 | -2 | -1 | -1 | -4.4 | -3 | -1 | 4
(49) O=C(COc1ncnc2sccc12)N1CCc2ccccc2C1
 : -4 | -12 | 1 | 4 | 2 | -8 | 1.3 | -6 | 6 | -1
(50) CC(C)c1ccc(S(=O)(=O)N2CCN(C(C)C(=O)N3CCCC3)CC2)cc1 (stereo unspecified)
 : -5 | 4 | -2 | 5 | -3 | 4 | -1.2 | -1 | 8 | -3
(51) CC(C)(C)c1ccc(-c2cc(N)n[nH]2)cc1
 : -6 | 1 | 6 | 6 | 3 | -2 | -0.4 | -92 | 2 | 3
(52) COc1ccc(N2C(=NC(=O)C3CCCCC3)SC3CS(=O)(=O)CC32)cc1 (stereo unspecified)
 : -6 | -10 | -1 | 6 | 0 | -2 | 0.6 | 12 | -1 | 3
(53) C[C@H](NC(=O)c1nc[nH]c1C(=O)N[C@@H](CCCCN)C(=O)OC(C)(C)C)C(=O)OCc1ccccc1
 : -48 | -10 | 5 | 48 | -7 | -2 | -1.0 | 19 | 24 | -2
(54) NC1=NC(=O)/C(=C/c2cccc(-c3ccc(S(N)(=O)=O)cc3)c2)S1
 : -21 | -10 | 13 | 21 | -4 | 60* | 3.2 | -11 | 1 | 0
(55) Cc1cc(C)c(C(=O)NCCCN2CCOCC2)c(C)c1
 : -23 | -9 | -5 | 23 | 7 | -6 | 1.4 | / | 1 | -5
(56) COc1cccc(CN2CCNC(=O)C2CC(=O)N(Cc2cnn(C)c2)C(C)C)c1 (stereo unspecified)
 : -12 | -9 | 7 | 12 | 0 | -10 | -0.3 | -8 | / | -2
(57) Cc1ccccc1NC(=O)Cn1c(CCC(=O)O)ccc1-c1cccs1
 : -15 | -1 | 5 | 15 | 0 | 5 | 1.9 | -3 | -4 | -2
(58) COc1ccc(OC)c2nc(-c3ccncc3)ccc12
 : 9 | -2 | -8 | -9 | 5 | -6 | -1.9 | 15 | -2 | -1
(59) OC(c1ccccc1)C(CN1CCOCC1)c1ccccc1 (stereo unspecified)
 : / | -9 | 4 | / | -2 | 2 | -0.8 | 2 | -8 | 2
(60) COC(=O)c1ccc(S(=O)(=O)N2C3CCC2CC(NC(=O)NC2CCCCC2)C3)cc1 (stereo unspecified)
 : 19 | -10 | -8 | -19 | / | 0 | 1.8 | -3 | -4 | 3
